NCI-60 one-dose screen, 48 h, at 10 µM unless noted. Numbers give growth in % (100 = growth as untreated, 0 = no growth, -100 = all killed).
SW-620 – SW-620 colon cancer | 82,000 compounds, 5.2% hits | AID 1794795
SNB-75 – SNB-75 CNS cancer; AID 1794750; 79,000 compounds, 5% hits
HCT-15 – HCT-15 colon cancer. 82,000 compounds, 5.2% hits. AID 1794746
SNB-19 – SNB-19 CNS cancer cells; 81,000 compounds, 2.5% hits
HCC-2998 – HCC-2998 colon cancer; AID 1794799; 79,000 compounds, 4.7% hits
COLO 205 – COLO 205 colon cancer; 79,000 compounds, 7.3% hits; AID 1794742
KM12 – KM12 colon cancer cells. 82,000 compounds, 5% hits
HT29 – HT29 colon cancer | 81,000 compounds, 7.4% hits
HCT-116 – HCT-116 colon cancer; 82,000 compounds, 7.3% hits
An asterisk follows results filed as active; nt = not tested or not shown; & = joins results of further samples. How the source made its calls: active means growth percent below 10; inactive means the rest.

SMILES | SW-620 | SNB-75 | HCT-15 | SNB-19 | HCC-2998 | COLO 205 | KM12 | HT29 | HCT-116
CC1(C)CC[C@]2(C(=O)N3CCNCC3)CC[C@]3(C)C(=CC[C@@H]4[C@@]5(C)CCC(=O)C(C)(C)[C@@H]5CC[C@]43C)[C@@H]2C1 | 106 | 92 | 105 | 98 | 106 | 105 | 111 | 107 | 101
O=C(NN(Cc1ccccc1)Cc1ccccc1)c1ccccc1 | 122 | 111 | 99 | 96 | 111 | 109 | 109 | 103 | 95
COc1cc(CC(=O)n2ncc3cc(N)ccc32)cc(OC)c1OC | 108 | 94 | 101 | 105 | 103 | 114 | 104 | 112 | 105
CS(=O)(=O)c1ccc(-c2nn(-c3ccccc3)cc2/C=C/C(=O)c2ccc(Br)cc2)cc1 | 87 | 107 | 64 | 86 | 105 | 113 | 80 | 98 | 73
Cc1ccc(Cc2cnc(NC(=O)/C=C/c3ccc(C)o3)s2)cc1 | 23 | 27 | 20 | 56 | 65 | 23 | 17 | 11 | 28
Cc1cccc(NC(=S)Nc2cccc(C)n2)n1 | 103 | 87 | 107 | nt | 117 | 137 | 107 | 100 | 96
Cc1cccc(-c2nc(Nc3ccc(C(=O)O)cc3)c3ccccc3n2)c1 | 84 | 100 | 71 | 67 | 76 | 136 | 77 | 92 | 82
O=C1Nc2ccccc2C1=Nc1ccc2[nH]c3ccccc3c2c1 | 83 | 91 | 98 | 101 | 108 | 101 | 102 | 99 | 97
CC/C=C\C[C@@H](O)C/C=C1/C(=O)C=C[C@H]1C/C=C\CCCC(=O)OC | -16* | 91 | -31* | 34 | -88* | -58* | -58* | -58* | -47*
NC(=S)Nc1ccc(Cl)cc1 | 112 | 101 | 99 | 114 | 111 | 107 | 111 | 113 | 98
CC1=C/C(=C\c2ccco2)C(=O)O1 | 106 | 81 | 111 | 111 | 102 | 102 | 103 | 92 | 97
COc1cc(-c2nn(C(=O)NCCN3CCCCC3)cc2-c2ccncc2)ccc1Cl | 117 | 73 | 91 | 96 | 111 | 63 | 107 | 69 | 87
C/C(O)=C(/N=Nc1ccc(-c2nc3ccc(C)c(S(=O)(=O)O)c3s2)cc1)C(=O)Nc1ccccc1 | 100 | 105 | 96 | 95 | 100 | 97 | 103 | 123 | 99
CCCOc1ccc(/C=N/NC(N)=S)cc1 | 85 | 90 | 66 | 92 | nt | 91 | 39 | 74 | 77
O=C1CCSC(=S)N1c1ccccc1 | 106 | 93 | 97 | 96 | 98 | 115 | 101 | 107 | 105
Cc1ccc(N2C(=O)CCSC2=S)cc1 | 102 | 86 | 98 | 94 | 107 | 112 | 102 | 113 | 92
Cc1nc2c(cnn2-c2ccccc2)c(=O)n1-c1ccc(NC(=O)c2ccc([N+](=O)[O-])cc2)cc1 | 87 | 67 | 71 | 75 | 90 | 74 | 80 | 78 | 44
CCN1[C@@H]2CC[C@H]1/C(=C\c1cc(OC)ccc1OC)C(=O)/C2=C/c1cc(OC)ccc1OC | 79 | 78 | 63 | 79 | 114 | 106 | 86 | 71 | 61
O=C1N[C@H]2[C@H](CS[C@H]2CCCCC(=O)N(CCP(c2ccccc2)c2ccccc2)CCP(c2ccccc2)c2ccccc2)N1 | 89 | 104 | 79 | 76 | 89 | 30 | 60 | 59 | 35
Cc1ccc(C)c(-n2c(-c3ccc(Br)cc3)csc2=NC(=O)c2ccccc2F)c1 | 70 | 85 | 58 | 94 | 117 | 93 | 61 | 56 | 23
COc1ccc(C2CC(c3ccc(S(=O)(=O)NCCNc4nc(Nc5ccc(F)cc5)nc(N(C)C)n4)cc3)=Nc3c(N)nc(N)nc3N2)cc1 (centres undefined) | 96 | 93 | 83 | 76 | 91 | 83 | 83 | 63 | 51
Cc1nc2ccccc2c(=O)n1Cc1nnco1 | 100 | 89 | 81 | 105 | 108 | 107 | 100 | 106 | 96
Fc1cc(C(F)(F)F)ccc1-c1cncnc1NC1CCCCCC1 | 101 | 80 | 96 | 94 | 107 | 105 | 107 | 110 | 96
c1cncc(-c2nnc(-c3ccncc3)o2)c1 | 95 | 105 | 108 | 100 | 99 | 113 | 104 | 99 | 107
COc1ccc(-c2oc3cc(O)cc(O)c3c(=O)c2OC)cc1O | 30 | -24* | 33 | 28 | nt | 91 | 26 | 57 | 12
COC1(C)NC(Cl)=C(C#N)C(C#N)(C#N)C1(C)C (centres undefined) | 112 | 97 | 110 | 99 | 105 | 122 | 120 | 111 | 101
O=C(O)c1ccc(N2C(=O)/C(=C/C3=Cc4ccccc4OC3)SC2=S)cc1 | 102 | 80 | 96 | 96 | 106 | 111 | 97 | 109 | 91
CCNC(=O)Oc1ccc(/C(=C(/CC)Cc2ccccc2)c2ccc(OCCN3CCCC3)cc2)cc1 | 100 | 86 | 73 | 93 | 91 | 102 | 98 | 99 | 72
C/C(=N\N1C(=O)c2ccccc2NC1c1ccccc1Br)c1c(O)cc(C)oc1=O (centres undefined) | 85&106 | 104&98 | 96&103 | 94&97 | 99&95 | 114&119 | 107&102 | 108&97 | 78&94
c1ccc2c3c([nH]c2c1)C(c1ccc2c(c1)OCO2)c1c([nH]c2ccccc12)C3c1ccc2c(c1)OCO2 (centres undefined) | 96 | 97 | 88 | 96 | 103 | 114 | 101 | 100 | 99
CCOC(=O)CCC(NC(=O)OCc1ccccc1)C(=O)NNC(=O)OC(C)(C)C (centres undefined) | 107 | 85 | 100 | 108 | 97 | 104 | 98 | 97 | 97
COc1ccc2nc(C)ccc2c1 | 106 | 92 | 104 | 104 | 100 | 123 | 104 | 105 | 96
Nc1nc(F)nc2c1ncn2C1OC(COP(=O)(O)O)C(O)C1O (centres undefined) | 100 | 95 | 95 | 94 | 86 | 98 | 101 | 115 | 103
O=C(N/N=C/c1cccc(Oc2ccccc2)c1)c1ccc(Br)o1 | 108 | 102 | 98 | 76 | 113 | 114 | 108 | 112 | 99
O=C(CCCCCCC(=O)Nc1ccc(C(=O)/C=C/c2cn(-c3ccccc3)nc2-c2ccc(Br)cc2)cc1)NNc1ccccc1 | 96 | 97 | 98 | 99 | 96 | 103 | 104 | 99 | 98
CC1C(c2ccccc2)OCCN1C=NC#N (centres undefined) | 113 | 74 | 105 | 103 | 109 | 124 | 109 | 99 | 100
ClCCn1cnc2c(SCc3ccccc3Cl)ncnc21 | 29 | 79 | 21 | nt | 51 | 42 | 35 | 26 | 33
Nc1ccc(C(=O)c2ccc(N)c(Br)c2)cc1Br | 21 | -5.3* | 18 | 33 | 14 | -31* | nt | -14* | 15
COc1ccc(C(=O)c2c(N)nc3n2CCCC3)cc1OC | 101 | 85 | 98 | 110 | 114 | 107 | 101 | 95 | 92
Nc1cc(=S)[nH]c(=O)[nH]1 | 116 | 90 | 102 | 114 | 97 | 117 | 105 | 93 | 102
CCCCCCNC(=O)Oc1ccc(/C(=C(/C)c2ccc(Cl)cc2)c2ccc(OCCN3CCCCCC3)cc2)cc1 | 22 | 100 | 9.6* | 68 | 91 | 46 | 59 | 21 | 31
CN1Cn2c(ccc2C(F)(F)F)C(=O)CS1(=O)=O | 104 | 79 | 105 | 105 | 104 | 116 | 110 | 105 | 95
CCN1C2CCC1/C(=C\c1ccc(OC)cc1OC)C1=C2[C@@H](c2ccc(OC)cc2OC)C(C#N)=C(N)O1 (some centres undefined) | 84 | 71 | 77 | 88 | 90 | 68 | 85 | 47 | 57
Cn1c2c(c(=O)[nH]c1=O)NC1=C(C(=O)c3ccccc31)C1(C=C(O)c3ccccc31)N2 (centres undefined) | 123 | 92 | 97 | 114 | 130 | 121 | 104 | 113 | 97
CCN1CCN(C(C(=O)NC23CC4CC(CC(C4)C2)C3)c2c[nH]c3ccccc23)C(=O)c2ccccc2C1=O (centres undefined) | 94 | 72 | 93 | 89 | 108 | nt | 91 | 88 | 87
C[C@]12CCC3c4ccc(O)cc4CCC3C1CCC2=O (some centres undefined) | 108 | 95 | 98 | 102 | 105 | 108 | 103 | 93 | 97
CN(C)c1ccc(/C=C/c2cc(-c3ccccc3)c3ccccc3n2)cc1 | 96 | 104 | 89 | 100 | 102 | nt | 85 | 85 | 98
CCN(CC)CCN(C(=O)C1c2ccccc2Oc2ccccc21)c1ccccc1 | 95 | 68 | 97 | 96 | 91 | 86 | 97 | 98 | 83
CCOc1ccc(N2C(=O)[C@]3(NC2=S)[C@H](c2ccc(Cl)cc2)CN(C)[C@]32C(=O)NC3C=CC=C[C@H]32)cc1 (some centres undefined) | 85 | 81 | 71 | 86 | 96 | nt | 89 | 55 | 37
COc1cc2nc(Cc3ccc(C)cc3)[nH]c(=O)c2cc1OC | 101 | 96 | 104 | 98 | 106 | 123 | 109 | 107 | 117
Nc1nc(N)c2c(n1)NC(c1sc(Cl)nc1Cl)CC(c1ccc(Cl)cc1)=N2 (centres undefined) | 101 | 51 | 88 | 65 | 97 | 90 | 87 | 89 | 73
C/C(N)=C(\C#N)C(=O)c1ccccc1 | 106 | 93 | 98 | 107 | 102 | 105 | 107 | 105 | 102
CCOC(=O)c1cc(C(=O)c2ccc(Br)cc2)n2ccc(/C=C/c3ccncc3)cc12 | 92 | 50 | 96 | 87 | 115 | 107 | 100 | 89 | 81
CCOC(=O)/C(C#N)=C(\CC)c1ccccc1 | 110 | 89 | 99 | 100 | nt | 106 | 104 | nt | 100
CC(Sc1nc2sc3c(c2c(=O)n1-c1ccc(Cl)cc1)CCCC3)C(=O)Nc1nc(-c2ccc(Br)cc2)cs1 (centres undefined) | 104 | 96 | 95 | 97 | 101 | 110 | 104 | 95 | 93
CN(CCO)c1ccc(N2Cc3ccccc3OC3=C2C(=O)c2c(O)ccc(O)c2C3=O)cn1 | -52* | -14* | -84* | 6.4* | -84* | -82* | -78* | -49* | -86*
CC1(C)N=C(N)NC(Nc2ccc(S(N)(=O)=O)cc2)=N1 | 111 | 102 | 99 | 104 | 110 | 105 | 102 | 106 | 112
CCn1c2ccc(O)cc2c2c(C)c3c[n+](C)ccc3c(C)c21 | 41 | 31 | 81 | -3.5* | 35 | 44 | 21 | 56 | 34
O=C1NC(=O)C2C3OC(C(Br)C3Br)C12 (centres undefined) | 91&107 | 89&87 | 95&122 | 102&115 | 94&95 | 119&125 | 98&113 | 107&106 | 91&105
Cc1ccc(N2CCOC2=O)cc1N1CCOC1=O | 103 | 84 | 108 | 105 | nt | 105 | 107 | 108 | 105

Look-ups from the entries so far.
Value for O=C(CCCCCCC(=O)Nc1ccc(C(=O)/C=C/c2cn(-c3ccccc3)nc2-c2ccc(Br)cc2)cc1)NNc1ccccc1 under COLO 205: 103
Value for COc1ccc(C(=O)c2c(N)nc3n2CCCC3)cc1OC under HCC-2998: 114

(listing goes on)
SMILES | SW-620 | SNB-75 | HCT-15 | SNB-19 | HCC-2998 | COLO 205 | KM12 | HT29 | HCT-116
CCc1[nH]nc(-c2ccc(OC)cc2)c1-c1ccccc1OCCN(CC)CC | 104 | 60 | 105 | nt | 103 | 77 | 106 | 86 | 84
Cc1cc(=O)oc2cc(OCCCOc3ccc(/C=C/C(=O)Nc4ccc(Br)cc4)cc3)ccc12 | 57 | 115 | 82 | 87 | 97 | 98 | 89 | 91 | 85
CC(=O)OC1Oc2ccc(C)cc2-c2oc(=O)c([Se]c3ccccc3)cc21 (centres undefined) | 110 | 123 | 113 | 109 | 101 | 120 | 214 | 111 | 101
c1ccc(-c2nnc(Nc3ccc4c(c3)OCCO4)o2)c(NCc2ccncc2)c1 | 28 | 23 | 6.9* | 28 | -22* | -69* | -38* | 0.3* | 4.9*
C=CCc1c(C)ccc(C)c1OC | 117 | 117 | 99 | 97 | 106 | 116 | 110 | 105 | 104
Nc1c(C(=O)c2ccccc2)sc2nc(-c3cc4ccccc4o3)cc(-c3ccc(Cl)cc3)c12 | 118 | 92 | 86 | 111 | 108 | 99 | 93 | 106 | 101
CC(=O)c1cccc(OC(=O)Oc2cccc(C(C)=O)c2)c1 | 99 | 78 | 101 | 102 | 112 | 108 | 112 | 105 | 104
Cn1c(O)c(N=NC(=O)Cc2c[nH]c3ccccc23)c2ccccc21 | 110 | 87 | 112 | 99 | 109 | nt | 107 | 111 | 100
Oc1cc2ccccc2cc1O | 102 | 73 | 103 | 110 | 100 | 116 | 100 | 109 | 111
Ic1nc(N=Nc2ccccc2)[nH]c1I | 109 | 92 | 66 | 99 | 93 | 107 | 100 | 107 | 101

10 entries from above, arranged by SMILES length, low to high.
SMILES | SW-620 | SNB-75 | HCT-15 | SNB-19 | HCC-2998 | COLO 205 | KM12 | HT29 | HCT-116
Oc1cc2ccccc2cc1O | 102 | 73 | 103 | 110 | 100 | 116 | 100 | 109 | 111
C=CCc1c(C)ccc(C)c1OC | 117 | 117 | 99 | 97 | 106 | 116 | 110 | 105 | 104
Ic1nc(N=Nc2ccccc2)[nH]c1I | 109 | 92 | 66 | 99 | 93 | 107 | 100 | 107 | 101
Cc1ccc(N2CCOC2=O)cc1N1CCOC1=O | 103 | 84 | 108 | 105 | nt | 105 | 107 | 108 | 105
O=C1NC(=O)C2C3OC(C(Br)C3Br)C12 (centres undefined) | 91&107 | 89&87 | 95&122 | 102&115 | 94&95 | 119&125 | 98&113 | 107&106 | 91&105
CC(=O)c1cccc(OC(=O)Oc2cccc(C(C)=O)c2)c1 | 99 | 78 | 101 | 102 | 112 | 108 | 112 | 105 | 104
CCc1[nH]nc(-c2ccc(OC)cc2)c1-c1ccccc1OCCN(CC)CC | 104 | 60 | 105 | nt | 103 | 77 | 106 | 86 | 84
CC(=O)OC1Oc2ccc(C)cc2-c2oc(=O)c([Se]c3ccccc3)cc21 (centres undefined) | 110 | 123 | 113 | 109 | 101 | 120 | 214 | 111 | 101
Cc1cc(=O)oc2cc(OCCCOc3ccc(/C=C/C(=O)Nc4ccc(Br)cc4)cc3)ccc12 | 57 | 115 | 82 | 87 | 97 | 98 | 89 | 91 | 85
Nc1c(C(=O)c2ccccc2)sc2nc(-c3cc4ccccc4o3)cc(-c3ccc(Cl)cc3)c12 | 118 | 92 | 86 | 111 | 108 | 99 | 93 | 106 | 101

Screening data from PubChem.
